Bfl-1 displacement: Bfl-1 inhibitors, primary screen, biochemical, fluorescence polarization, FITC-Bid, mouse (AID 432). 64,000 tested, 0.02% active. FITC-Bid BH3 peptide fluorescence polarization displacement; higher % means a stronger effect. displacement, % at 20 µM; hits with a dose series show IC50 in µM; in the data active = a potency from the dose series; inactive = the rest, 99 in 100 with displacement below about 15%; also: strong numbers were not always called active
HT1080 cytotoxicity: HT1080 cell viability loss – fluorescence readout (AID 620) | HT1080 viability, fluorescence; higher % means a stronger effect | 87,000 tested, 0.42% active | cytotoxicity, % at 10 µM; hits with a dose series show EC50 in µM;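 also: cells exposed to compound overnight then 4 h with Alamar Blue; 0% = vehicle DMSO and 100% = killing control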
HPDE-C7 cytotoxicity: HPDE-C7 pancreatic duct cell viability loss – fluorescence, HTS (AID 430) | HPDE-C7 pancreatic duct cells viability, fluorescence; higher % means a stronger effect | one-dose cytotoxicity, % at 10 µM; EC50 in µM for titrated hits | 63,000 tested, 1.8% active;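 also: cells exposed to compound for 48 hours before viability readout; 0% = vehicle and 100% = reference cytotoxic drug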
LYP phosphatase: LYP phosphatase inhibitors, primary screen, biochemical, DiFMUP fluorescence, recombinant catalytic domain, 10 µM (AID 606); recombinant LYP catalytic domain, DiFMUP fluorescence; higher % means a stronger effect; inhibition, % at 10 µM, or IC50 in µM where a hit was titrated; 52,000 tested, under 10 active;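 active = IC50 under 40 µM in the dose-response test; inactive = IC50 of 40 µM or more, or never dose-tested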
Spn MK inh: inhibitors of Streptococcus pneumoniae mevalonate kinase; inhibition, % at 10 µM; AID 555; purified MK, PK/LDH-coupled NADH absorbance 340 nm; 65,000 tested, 0.48% active;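 active = ranked among the strongest by inhibition in the single 10 µM screen, a fixed top-ranked set picked for dose follow-up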; also: no value below 0 was filed
Spn DPM-DC inh: blocks S. pneumoniae diphosphomevalonate decarboxylase | 65,000 tested, 0.49% active | calls only at 10 µM | purified DPM-DC, PK/LDH coupled NADH fluorescence;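 active = the 320 compounds with the highest percent inhibition in the single-dose primary screen, excluding strongly autofluorescent ones, cut at about 32% in these data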;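 also: kinetic rate of NADH fluorescence loss reporting ADP formed by the decarboxylase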
TNAP inhibition: human TNAP enzyme inhibitors, biochemical, luminescent (AID 518); purified TNAP enzyme, luminescent substrate readout; higher % means a stronger effect; inhibition, % at 20 µM, or IC50 in µM where a hit was titrated; 64,000 tested, 0.09% active; in the data active = a potency from the dose series; inactive = the rest, 99 in 100 with inhibition below about 22%;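 also: plate controls were vehicle for no effect and reference inhibitor for full effect; many of its hits are not listed in these tables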
PMK inhibit: blocks S. pneumoniae phosphomevalonate kinase; purified PMK, PK/LDH-coupled NADH absorbance 340 nm; 65,000 tested, 0.49% active; inhibition, % at 10 µM;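 active = top-ranked compounds by inhibition in the single 10 µM screen, taking a fixed number of the strongest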;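 also: 0% = full reaction with DMSO carrier and 100% = background rate without enzyme reaction; no value below 0 was filed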
KRASV12 cytotoxicity: viability loss of HPDE-C7K cells – cell-based, fluorescence, HTS, primary screen (AID 431). 63,000 tested, 1.7% active. cytotoxicity, % at 10 µM; hits with a dose series show EC50 in µM. HPDE-C7K KRASV12 cells, Alamar Blue viability, 48 h; higher % means a stronger effect;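 active = compounds whose percent cytotoxicity in the single-dose primary screen, scaled between solvent and toxic-drug controls, exceeds 50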;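 also: 0% = DMSO solvent wells and 100% = doxorubicin-treated wells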
PMK inhibit pilot replicates: also measured in PMK inhibit; calls as there; inhibition, %; measured here: pilot screen replicates
Spn MK inh pilot replicates: recorded beside Spn MK inh, whose call it bears; inhibition, %; measured here: pilot screen replicates
Spn DPM-DC inh pilot screen %: second read-out of Spn DPM-DC inh, no call of its own (marks repeat the call); inhibition, %; measured here: pilot screen trials
Starred values were filed as active, the others as inactive; i = inactive; . = no result given. Rule as the data show it, unless noted: active = cytotoxicity above about 50%; inactive = the rest.

SMILES | Bfl-1 displacement | HT1080 cytotoxicity | HPDE-C7 cytotoxicity | LYP phosphatase | Spn MK inh | Spn DPM-DC inh | TNAP inhibition | PMK inhibit | KRASV12 cytotoxicity | others
O=C(CCCSc1nc2sc3c(c2c(=O)[nH]1)CCC3)NCCO | -6.6% | 4.6% | 4.8% | . | 0.0 | i | 0.8% | 9.0 | 5.3%
CC1(C)CC(=O)C2=C(C1)N(CCN1CCOCC1)C1=C(C(=O)CC(C)(C)C1)C2c1cccc(F)c1 | 1.0% | -3.4% | 2.7% | 10.7% | 2.0 | . | -4.4% | 3.0 | 0.8%
COc1ccc(N2C(=O)CC(Nc3ccc(N4CCOCC4)cc3)C2=O)c(OC)c1 (stereo not drawn) | -3.2% | -1.3% | 3.8% | . | 10.0 | i | 9.9% | 17.0 | -17.0%
O=c1[nH]c(NC2CCCCC2)nnc1Cc1ccccc1 | -8.0% | 5.3% | -9.2% | . | 13.0 | i | 3.3% | 6.0 | -14.8%
CCC(=O)Nc1ccccc1C(=O)OCC(=O)Nc1ccc(S(N)(=O)=O)cc1 | -4.3% | 10.8% | 7.3% | 6.2% | 8.0 | i | 8.4% | 0.0 | -0.8%
CC1CC(c2ccccc2)n2nc(NC(=O)c3ccco3)nc2N1 (stereo not drawn) | 3.6% | -9.8% | -2.8% | -0.1% | 5.0 | i | 7.1% | 0.0 | 3.2%
CC(C)OCCCNC(=O)CN1C(=O)CC(C)(C)S(=O)(=O)c2ccccc21 | -4.6% | 1.3% | 3.3% | 2.9% | 44.0* | i | 4.5% | 0.0 | 3.7%
CCCCCC(=O)Nc1cc(N(C)C)nc2ccccc12 | 2.4% | -13.8% | 6.6% | 7.0% | 0.0 | . | 8.5% | 4.0 | 12.7%
COc1cc(NS(=O)(=O)c2ccc(NC(=O)CSC3=NCCS3)cc2)nc(OC)n1 | -1.3% | -3.0% | -12.1% | . | 5.0 | i | 7.0% | 16.0 | 20.5%
COc1ccc(-c2cc(C(=O)Nc3cnn(Cc4ccccc4C)c3)no2)cc1OC | -1.6% | 4.8% | -1.0% | 6.2% | 0.0 | i | 2.5% | 23.0 | 0.0%
CCCCN1CN(S(=O)(=O)c2cccs2)c2nc3ccccc3nc21 | 2.0% | 7.7% | 0.0% | -4.8% | 6.0 | i | 13.0% | 8.0 | -14.7% | PMK inhibit pilot replicates=2.5;Spn MK inh pilot replicates=2.0;Spn DPM-DC inh pilot screen %=7.5
N#C/C(=C1/CCCCCN1)c1nc2ccccc2s1 | -2.3% | -8.3% | -1.8% | 6.7% | 0.0 | i | 6.7% | 12.0 | 0.5%
CCOc1ccc(-n2c(C)nc3c(cnn3-c3ccc(Cl)cc3)c2=O)cc1 | -2.1% | -15.9% | -12.3% | 9.6% | 0.0 | i | 18.9% | 10.0 | -1.3% | PMK inhibit pilot replicates=1.0;Spn MK inh pilot replicates=0.5;Spn DPM-DC inh pilot screen %=1.0
COCCNC(=O)c1c[nH]c2ccc(S(=O)(=O)N3CCC4(CC3)OCCO4)cc2c1=O | 0.4% | 1.9% | -22.8% | . | 0.0 | . | 5.8% | 19.0 | -6.2%
COc1cccc(CNc2ccc(Br)cn2)c1O | -5.2% | 2.0% | 7.2% | 1.6% | 4.0 | i | -4.3% | 4.0 | 1.2%
CC(C)Sc1nc(NCc2ccco2)c2c3c(sc2n1)COC(C)(C)C3 | -1.8% | 2.9% | 83.4%* | 10.6% | 5.0 | . | 5.4% | 0.0 | 68.5%*
O=C(NC1CCCC1)C(c1ccco1)N(Cc1ccccc1)C(=O)c1csnn1 (stereo not drawn) | -7.2% | -7.6% | -2.7% | . | 0.0 | i | 7.1% | 13.0 | -8.1% | PMK inhibit pilot replicates=1.5;Spn MK inh pilot replicates=1.0;Spn DPM-DC inh pilot screen %=0.0
COc1ccc(NC(=O)CCCC2=NS(=O)(=O)c3ccccc3N2)cc1 | -4.4% | 3.3% | -4.3% | . | 6.0 | i | 4.1% | 10.0 | 7.3%
O=C(c1ccco1)N(Cc1cccs1)C1CCS(=O)(=O)C1 (stereo not drawn) | -7.7% | 3.0% | -12.0% | -3.3% | 10.0 | i | 3.4% | 9.0 | -17.0%
COc1ccc(NC(=O)Nc2ccc3nccnc3c2)cc1 | -1.9% | 14.1% | 0.7% | . | 8.0 | i | 8.9% | 3.0 | -0.3%
CCOc1cc(S(=O)(=O)NC2CCCC2)ccc1Cl | -6.1% | -9.0% | -2.2% | 7.7% | 9.0 | i | 14.9% | 0.0 | 3.7%
O=S1(=O)NC(=NC2CCCCCC2)c2ccccc21 | 10.1% | 7.5% | . | 0.8% | 12.0 | i | 6.7% | 9.0 | .
CCOC(=O)C1C(c2ccc3c(c2)OCO3)NC(=O)NC1(O)C(F)(F)F (stereo not drawn) | -1.0% | 2.6% | -6.9% | 6.8% | 6.0 | i | 12.6% | 8.0 | 0.1%
COc1ccc(C2=Nn3c(nnc3-c3ccccc3OC)SC2)cc1OC | 4.9% | 56.1%* | 0.7µM* | -4.6% | 0.0 | i | 7.5% | 1.0 | 0.3µM*
COc1cc(-c2nn3c(-c4cccc(C)c4)nnc3s2)cc(OC)c1OC | 4.7% | -13.3% | 14.2% | . | 12.0 | i | 5.6% | 9.0 | 15.7%
CN1C(=O)c2oc3ccc(Br)cc3c(=O)c2C1c1ccncc1 (stereo not drawn) | -6.8% | 9.8% | -22.2% | 7.6% | 6.0 | i | 9.6% | 16.0 | -19.5%
Cc1cc(C)nc(NS(=O)(=O)c2ccc(N)cc2)n1 | -7.3% | . | -4.5% | . | 6.0 | i | 8.6% | 1.0 | 11.0% | PMK inhibit pilot replicates=6.0;Spn MK inh pilot replicates=0.0;Spn DPM-DC inh pilot screen %=3.0
COCCCn1c(SCC(N)=O)nnc1-c1ccccc1 | 3.6% | -6.0% | -1.0% | 4.6% | 5.0 | i | 15.2% | 6.0 | -2.4%
O=C(Oc1ccccc1)c1cccc(COC(=O)c2cnccn2)c1 | 3.3% | 6.6% | 8.8% | 17.7% | 5.0 | i | 7.7% | 5.0 | 4.0% | PMK inhibit pilot replicates=0.0;Spn MK inh pilot replicates=0.0;Spn DPM-DC inh pilot screen %=0.0
Cc1cccc2cc(CN(Cc3ccccc3)C(=O)N(C)C)c(=O)[nH]c12 | 2.4% | 1.3% | . | . | 0.0 | i | 3.8% | 20.0 | .
COc1ccc(N(CC(=O)Nc2ccc(S(=O)(=O)N3CCCC3)cc2)S(C)(=O)=O)cc1OC | -4.2% | 5.5% | . | -7.9% | 0.0 | i | 6.4% | 0.0 | .
CCCCCCn1c(SCCOC)nc2c1c(=O)[nH]c(=O)n2C | 4.6% | -1.9% | 1.7% | 14.7% | 5.0 | i | 4.4% | 5.0 | 9.1%
CC(C)=CCCC(C)CN1CCC(O)CC1 (stereo not drawn) | -3.0% | 5.2% | 3.4% | -2.6% | 0.0 | i | 5.7% | 0.0 | -0.5%
CNC(=O)N(C1=NCC(C)S1)c1ccc(F)cc1F (stereo not drawn) | -4.1% | 0.2% | -2.0% | 13.1% | 9.0 | i | 10.2% | 7.0 | 0.0%
COc1cccc(-c2nnc(NC(=O)c3ccc(S(=O)(=O)N(CC(C)C)CC(C)C)cc3)o2)c1 | -7.0% | -1.2% | 51.2%* | . | 0.0 | . | 9.8% | 13.0 | 55.5%*
CC(CC(=O)NC1CCSC1=O)c1ccccc1 (stereo not drawn) | -9.2% | -3.8% | -9.6% | . | 5.0 | i | 15.5% | 0.0 | -3.3% | PMK inhibit pilot replicates=5.5;Spn MK inh pilot replicates=1.5;Spn DPM-DC inh pilot screen %=1.0
Cc1cc(OCc2ccc(F)cc2)nc(-c2ccccc2O)n1 | -3.9% | 1.1% | -0.2% | -4.6% | 9.0 | i | 9.4% | 5.0 | -3.5%
COC(=O)CSC1=C(C#N)C(c2ccc(C)cc2)C2=C(CCCC2=O)N1 (stereo not drawn) | -3.0% | -4.3% | . | . | 0.0 | i | 8.4% | 14.0 | .
Cc1ccc(NC(=O)CC(O)(C(F)(F)F)C(F)(F)F)c(Br)c1 | 2.3% | 0.9% | -3.8% | 7.5% | 5.0 | i | 9.6% | 0.0 | -6.8%
O=C(CC1C(=O)NCCN1C(=O)Nc1ccccc1)Nc1cccc(C(F)(F)F)c1 (stereo not drawn) | -0.1% | 2.6% | 23.9% | -28.3% | 2.0 | i | 3.7% | 0.0 | 24.3%
O=C(CN(C(=O)C1COc2ccccc2O1)c1ccccc1)NCC1CCCO1 (stereo not drawn) | 3.6% | -10.9% | 3.3% | 0.8% | 7.0 | i | 5.0% | 15.0 | -14.1%
COc1cccc(-n2nnnc2SCC(=O)Nc2cccc(NC(C)=O)c2)c1 | -6.4% | 7.3% | -10.0% | . | 3.0 | i | 7.8% | 0.0 | -14.5%
CCN1CCN(c2cc(C)c3cc(NC(=O)c4ccc(Br)o4)ccc3n2)CC1 | 4.2% | 2.9% | 21.8% | . | 7.0 | i | 6.4% | 12.0 | 22.5%
COc1ccccc1C1C=C(c2ccccc2)Nc2nnnn21 (stereo not drawn) | -2.3% | -2.5% | 29.6% | 2.4% | 7.0 | i | 6.8% | 3.0 | 25.4%
CCOC(=O)c1ccc(NC(=O)c2ccc3c(c2)OCO3)cc1 | 5.6% | 7.1% | -3.0% | -0.2% | 3.0 | i | 5.6% | 4.0 | -6.2%

3 structures already listed, arranged by heavy-atom count, rising:
SMILES | Bfl-1 displacement | HT1080 cytotoxicity | HPDE-C7 cytotoxicity | LYP phosphatase | Spn MK inh | Spn DPM-DC inh | TNAP inhibition | PMK inhibit | KRASV12 cytotoxicity | others
CNC(=O)N(C1=NCC(C)S1)c1ccc(F)cc1F (stereo not drawn) | -4.1% | 0.2% | -2.0% | 13.1% | 9.0 | i | 10.2% | 7.0 | 0.0%
O=c1[nH]c(NC2CCCCC2)nnc1Cc1ccccc1 | -8.0% | 5.3% | -9.2% | . | 13.0 | i | 3.3% | 6.0 | -14.8%
COC(=O)CSC1=C(C#N)C(c2ccc(C)cc2)C2=C(CCCC2=O)N1 (stereo not drawn) | -3.0% | -4.3% | . | . | 0.0 | i | 8.4% | 14.0 | .

(next part)
SMILES | Bfl-1 displacement | HT1080 cytotoxicity | HPDE-C7 cytotoxicity | LYP phosphatase | Spn MK inh | Spn DPM-DC inh | TNAP inhibition | PMK inhibit | KRASV12 cytotoxicity | others
O=C(c1ccc2c(c1)c(=O)oc1ccccc12)N1CCCCC1 | -3.5% | -4.5% | -17.3% | 3.2% | i | i | -1.2% | 6.0 | 1.1% | PMK inhibit pilot replicates=0.5;Spn MK inh pilot replicates=0.0;Spn DPM-DC inh pilot screen %=8.0
O=C(CSc1nnc(-c2ccco2)n1-c1ccccc1)NCc1ccc2c(c1)OCO2 | -7.3% | -2.3% | -2.2% | 5.5% | 9.0 | i | -1.4% | 5.0 | -0.9%
CCOC(=O)C1CCCN(C(=O)CCc2ccccc2)C1 (stereo not drawn) | -10.4% | -16.4% | 0.6% | -7.0% | 7.0 | i | -2.8% | 2.0 | 1.9%
COc1ccc(-c2nnc(SC(C)C(=O)Nc3ccc4c(c3)OCCO4)o2)cc1 (stereo not drawn) | -2.1% | 1.4% | -10.4% | . | 0.0 | i | 0.6% | 21.0 | 0.0%

Screens (PubChem)

Compounds as they come; about 3.3% have a hit in one of these screens.
